Assay outcomes: PubChem BioAssay, Sanford-Burnham Center for Chemical Genomics
EBI2 antag: EBI2 (human) antagonism; P32249; 0.81% of 360,000 active; EBI2 beta-arrestin recruitment, luminescence, 7a,25-OHC stimulated; AID 651636; inhibition, % at 5 µM; in the data active = inhibition above about 38%;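 also: enzyme fragment complementation signal reports receptor beta-arrestin coupling in cells; 0% = agonist plus DMSO wells and 100% = wells without agonist; some results beyond the cut were filed as inactive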
CCR6 antagonist: blocks CCL20-driven beta-arrestin recruitment at human CCR6; P51684; 0.49% of 340,000 active; CHO-K1 CCR6 PathHunter beta-arrestin, luminescence, CCL20-stimulated; inhibition, % at 20 µM;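 active = compounds whose inhibition of the agonist-driven luminescence signal at 20 µM reaches about 50%, limit read from the data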;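 also: cells stimulated with CCL20 at 14 nM final; plate controls were DMSO with CCL20 for no effect and DMSO without agonist for full effect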
Target sequence (P51684 whole entry, looked up): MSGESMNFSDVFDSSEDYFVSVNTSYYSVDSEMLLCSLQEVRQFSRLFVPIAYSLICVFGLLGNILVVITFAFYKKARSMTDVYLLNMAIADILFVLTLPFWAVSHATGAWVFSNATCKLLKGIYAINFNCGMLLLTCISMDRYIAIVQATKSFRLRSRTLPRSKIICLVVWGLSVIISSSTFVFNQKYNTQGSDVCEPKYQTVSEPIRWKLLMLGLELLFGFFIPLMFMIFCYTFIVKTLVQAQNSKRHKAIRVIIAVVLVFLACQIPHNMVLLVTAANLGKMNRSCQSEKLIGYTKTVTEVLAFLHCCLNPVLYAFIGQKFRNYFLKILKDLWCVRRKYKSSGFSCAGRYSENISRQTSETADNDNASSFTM
ATG4B inh: ATG4B (human) cysteine protease inhibition; Q9Y4P1; 0.51% of 340,000 active; inhibition, % at 8.33 µM; ATG4B cleavage of LC3-PLA2, NBD-HPC fluorescence, 1 h; in the data active = inhibition above about 40%
APJ antag: APJ receptor antagonism; AID 2521; 0.32% of 330,000 active; inhibition, % at 20 µM; CHO-K1 APJ beta-arrestin complementation, luminescence;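 active = inhibition above about 40% at 20 µM, limit read from the data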;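 also: cells challenged with 10 nM apelin-13 agonist together with compound; plate controls were apelin-13 plus DMSO wells for no effect and DMSO wells lacking apelin-13 for full effect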
Target sequence (P35414 whole entry, looked up): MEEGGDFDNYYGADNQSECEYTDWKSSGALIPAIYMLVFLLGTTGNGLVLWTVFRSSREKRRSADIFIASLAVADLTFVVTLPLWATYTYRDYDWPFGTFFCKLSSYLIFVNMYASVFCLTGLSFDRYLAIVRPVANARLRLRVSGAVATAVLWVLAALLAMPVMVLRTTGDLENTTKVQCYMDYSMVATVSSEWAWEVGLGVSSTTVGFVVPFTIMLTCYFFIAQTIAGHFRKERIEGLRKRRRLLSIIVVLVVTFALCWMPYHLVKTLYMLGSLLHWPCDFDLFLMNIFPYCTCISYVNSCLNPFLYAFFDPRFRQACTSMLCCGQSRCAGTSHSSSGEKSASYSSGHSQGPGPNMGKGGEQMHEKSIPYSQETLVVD
Gli-Sufu block: Gli-Sufu pathway antagonism. Sufu-KO-LIGHT fibroblasts, Gli luciferase reporter luminescence. inhibition, % at 5 µM. 0.74% of 340,000 active. AID 588413;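 active = inhibition above about 55%, limit read from the data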;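 also: 0% = DMSO-treated cells and 100% = wells with medium but no cells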
CXCR6 inh: CXCR6 (human) receptor inhibition. CHO-K1 PathHunter CXCR6 beta-arrestin, luminescence. O00574. AID 602244. 0.36% of 360,000 active. inhibition, % at 20 µM; in the data active = inhibition above about 34%, passing the limit was not always enough;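 also: antagonist mode with CXCL16 agonist at 10 nM final; 0% = 10 nM CXCL16 with DMSO and 100% = unstimulated wells without agonist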
APJ ag: activates the human apelin receptor APJ; P35414; CHO-K1 APJ PathHunter beta-arrestin, luminescence; 0% DMSO wells, 100% apelin; AID 2520; activation, % at 20 µM; 0.11% of 330,000 active;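 active = activation more than six SD over the plate average, tested at 20 µM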;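 also: 0% = DMSO alone and 100% = apelin-13 at 10 nM; some results filed as inactive read as strong as hits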
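Test system – PathHunter CHO-K1 APJ (AGTRL-1) beta-arrestin reporter cells · Input – 1000 cells/well · Compound – single test compound dose, 20 µM final, 1% DMSO · Times – compound stimulation 90 min at 25 °C, detection 60 min · Technique – beta-gal luminescence · Read-out basis – APJ–arrestin association signal · Control set – negative DMSO alone, positive Apelin-13 at 10 nM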
UBC13 polyUb: human UBC13 polyubiquitination inhibition. AID 485273. inhibition, % at 20 µM. 0.47% of 330,000 active. UBC13 polyubiquitin chain formation, TR-FRET. P61088; in the data active = inhibition above about 45%, passing the limit was not always enough; inconclusive = no clear call, values can overlap the other calls
Target sequence (P61088 whole entry, looked up): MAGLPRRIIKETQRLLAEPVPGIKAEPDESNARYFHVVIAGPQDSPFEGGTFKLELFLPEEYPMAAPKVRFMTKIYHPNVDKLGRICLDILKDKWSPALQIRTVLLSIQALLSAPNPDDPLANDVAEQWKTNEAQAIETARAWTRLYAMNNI
Starred values were filed as active, the others as inactive; ? = inconclusive; nt = no result given.

Structure,EBI2 antag,CCR6 antagonist,ATG4B inh,APJ antag,Gli-Sufu block,CXCR6 inh,APJ ag,UBC13 polyUb
N#Cc1cccc(NC(=O)CSc2ccc3c4c(cccc24)C(=O)c2ccccc2-3)c1,-3,-15,-6,nt,6,-12,nt,nt
CS(=O)(=O)c1ccc(Cl)c(NC(=O)CSc2n[nH]c(N)n2)c1,-10,-3,8,2,-4,12,2,0
CCN(C(=O)COC(=O)CCc1ccccc1OC)c1c(N)n(Cc2ccccc2)c(=O)[nH]c1=O,-7,3,-1,32,-13,-5,0,0
CCCCCN1C=CC=C/C1=C\C=C(C#N)C#N,2,19,16,16,1,11,1,-48
COc1ccc(Cl)cc1NC(=O)CN(C)CC(=O)N(CC(C)C)c1c(N)n(CC(C)C)c(=O)[nH]c1=O,-9,8,-12,10,-11,-3,1,-2
CCCn1c(SCC(=O)N2CCOCC2)nnc1-c1ccncc1,-11,-12,4,2,-2,-1,-1,3
O=C(NCc1cccs1)C1CC(O)CN1C(=O)Nc1ccccc1 (configuration not stated),-2,11,-2,-9,-7,1,-4,1
COCCCNC(=O)C(=O)NCC1CCCN1S(=O)(=O)c1cccs1 (configuration not stated),-21,-6,-6,6,20,5,4,1
CCCCn1c(N)c(N(Cc2ccccc2OC)C(=O)CSCC(=O)Nc2cccc(C)c2)c(=O)[nH]c1=O,-4,3,-6,17,16,5,2,4
CCC1(c2ccccc2)NC(=O)N(CC(=O)Nc2cc(S(=O)(=O)N3CCCCC3)ccc2N(C)C)C1=O (configuration not stated),8,-8,-3,3,4,6,-3,-4
COc1ccccc1CCNC(=O)c1cc(COc2cccc(C(F)(F)F)c2)on1,-8,28,4,11,27,8,-5,1
Cc1ccc(C)c(NC(=S)N(Cc2ccc(Cl)cc2)Cc2ccc(C(=O)O)cc2)c1,-9,8,-8,-2,14,-3,-3,-7
S=C(NC1CCCCC1)c1ccc2c(c1)OCO2,4,4,-9,12,-23,1,-4,5
CCOC(=O)C(C)Sc1nc2c(cnn2-c2ccc(F)cc2)c(=O)[nH]1 (configuration not stated),0,9,-1,8,-5,4,-3,-6
O=C(C1COc2ccccc2O1)N1CCOCC1 (configuration not stated),-4,-1,-12,-16,-7,-2,-2,-11
CC(C)OCCCNC(=O)c1ccc2c(=O)n(Cc3ccc4c(c3)OCO4)c(=S)[nH]c2c1,3,-4,3,11,-30,4,-2,-2
CCOc1ccccc1NC(=O)CSc1nnnn1C1CCCC1,3,10,-2,8,-4,-6,-3,7
CCOC(=O)N1CCN(C(=O)C2CCCN(S(=O)(=O)c3ccc(OCC)cc3)C2)CC1 (configuration not stated),-10,14,-3,14,16,-6,0,0
O=P(O)(O)c1ccccc1OCCCCCOc1ccccc1P(=O)(O)O,-3,-11,1,3,-41,-8,-5,-1
COc1cc(SC)ccc1C(=O)Nc1ncc(C)s1,22,14,-10,5,18,10,-2,1
CC(C)CC(C(=O)NC1CCCCC1)N(Cc1cccs1)C(=O)c1snc(C(N)=O)c1N (configuration not stated),10,4,-2,-13,9,7,-2,4
CCOc1ccccc1C(=O)NCC(=O)NNC(=O)c1cccc(S(=O)(=O)Nc2ccc(OC)cc2)c1,-9,10,-9,9,6,9,4,0
CCCCOc1ccc(C(=O)NCC(=O)NCC(c2ccc(F)cc2)N2CCOCC2)cc1 (configuration not stated),-7,7,-11,-1,3,1,-1,6
Cc1ccc(C(=O)NCCNS(C)(=O)=O)cc1,5,12,-4,-16,nt,4,-2,-1
O=C(O)c1sccc1Oc1ccc(NS(=O)(=O)c2ccccc2)cc1,2,4,4,-4,-16,4,-2,-2
Cc1ccccc1OCC(=O)Nc1ccc(N2CCN(S(C)(=O)=O)CC2)cc1,-3,-11,-17,-3,5,-1,3,6
Cc1ccccc1C(=O)N/N=C/c1ccccn1,-12,-7,-3,-1,-2,7,3,-2
S=c1[nH]ccn1-c1cccc(Cl)c1Cl,-2,-2,0,-18,-3,4,5,-4
CC(C)C[C@H](NC(=O)OC(C)(C)C)c1nnc(SCC(=O)Nc2ccc(Br)cc2)o1,20,12,-4,-11,0,-11,0,8
O=c1nc(-c2ccccc2)c2ccccc2[nH]1,-11,26,0,9,18,-2,-1,7
COc1cc(OC)cc(C(=O)N2CCN(Cc3ccc4c(c3)OCO4)CC2)c1,-8,4,-4,-7,3,0,3,-7
CCOc1ccc(NC(=S)NCCCN2CCN(C3CCCCC3)CC2)cc1,-6,1,11,nt,9,-1,nt,nt
O=C(CCNS(=O)(=O)c1ccc2c(c1)CCC(=O)N2)Nc1ccc(F)c(F)c1,-13,3,-2,10,-16,-2,0,4
c1ccc(Oc2ccccn2)cc1,0,-1,3,nt,6,-3,nt,nt
COc1ccccc1CN1CC(C(=O)NCCCc2ccc(F)cc2)CCC1=O (configuration not stated),0,15,-3,12,-16,0,-5,0
CCCCC(=O)OCC(=O)c1cc(C)n(-c2c(C)n(C)n(-c3ccccc3)c2=O)c1C,-3,-1,-3,3,-5,6,-3,10
C=CCn1c(C)cc(C(=O)COC(=O)c2cncc(Br)c2)c1C,4,13,3,-39,-5,2,-4,-9
O=C1Nc2ccc(S(=O)(=O)N(CCO)CCO)c3cccc1c23,0,-18,-6,14,-13,9,-2,0
CN1CCN(c2ncnc3c2cnn3-c2ccc(Cl)cc2)CC1,-4,17,-9,-2,34,-3,-2,6
COc1ccccc1CNC(=O)c1cc(-c2cccnc2)nc2ccccc12,3,15,1,-13,4,-5,4,-2
COCCCNc1nnc(Cc2ccccc2)c2ccccc12,1,8,-1,10,8,-5,-3,2
Cc1ccc(C)c(C(=O)COC(=O)CNS(=O)(=O)c2ccccc2)c1,4,4,-2,-2,29,1,-3,6
COC(=O)c1ccc(CNC(=O)Cn2cnc(C(=O)Nc3ccc(C)c(C)c3)n2)cc1,-12,22,-6,nt,-13,-8,nt,nt
COc1cccc(CNC(=O)CCCc2nnc3n(C)c(=O)c4sccc4n23)c1,5,8,-7,-7,-22,3,-1,-11
COc1cc(C2Nc3ccc4ccccc4c3C3=C2C(=O)CC(C)(C)C3)ccc1OC(C)C(=O)O (configuration not stated),-4,1,-3,-28,5,-1,-1,2
Cc1c(NC(=O)C(C)OC(=O)Cc2ccc(F)cc2)c(=O)n(-c2ccccc2)n1C (configuration not stated),-11,-3,-12,-34,-3,-5,4,-5
CC1CC(C)CN(C(=O)CNC(=O)c2ccc3ccccc3c2)C1 (configuration not stated),3,4,-3,0,3,2,-3,-1
CCOC(=O)CN(Cc1sccc1C)C(=O)Nc1cccc(OC)c1,0,-3,2,-12,-10,-4,-1,5
COc1ccc(-c2nc3ccccc3o2)cc1NC(=O)CSc1ccc(Cl)cc1,20,-2,1,3,-33,-5,1,6
Cc1ccc(C2CC(=O)C=C(Nc3ccc(Cl)cc3)C2)cc1 (configuration not stated),75*,-3,7,0,19,-5,-2,3
CCc1nnc(NC(=O)CC23CC4CC(CC(Br)(C4)C2)C3)s1,-7,9,-2,-47,17,-4,-5,-6
CCC(C)C(NC(N)=O)C(=O)Nc1ccc(C)c(Cl)c1 (configuration not stated),-11,6,-3,4,2,-10,-2,-1
COc1ccc(-c2ccc3ccccc3n2)cc1OC,3,3,-11,5,-76,-9,-1,-11
Cc1ccc(S(=O)(=O)CCc2nc3ccccc3[nH]2)cc1,-5,8,-6,-8,-3,3,-2,-3
CCc1ccc(/C=C2\CN(CC)Cc3c2nc2ccccc2c3C(=O)O)cc1,2,0,-4,11,12,4,-2,13
COc1ccccc1C(=O)NC1CC(C)(C)NC(C)(C)C1,0,-10,5,6,12,-28,-2,13
O=C(NC1CCCC1)C(c1ccc(Cl)cc1)N(Cc1ccc(F)cc1)C(=O)CCl (configuration not stated),-5,-2,1,9,7,-3,0,5
O=C(NCC1CCCO1)c1nn2cccnc2c1Cl (configuration not stated),-10,-12,-4,8,-10,-20,-2,0
Nc1nnc(SCC(=O)N2CCN(c3ccccc3)CC2)n1-c1ccccc1,-1,8,-12,8,0,9,0,-12
O=C(CCc1nc2ccccc2c(=O)[nH]1)NNC(=O)c1ccc(Cl)cc1,13,-6,6,-4,-2,6,5,0

Later entries:
Structure,EBI2 antag,CCR6 antagonist,ATG4B inh,APJ antag,Gli-Sufu block,CXCR6 inh,APJ ag,UBC13 polyUb
CC(NC(=O)C1=CC=CN2CCS(=O)(=O)N=C12)c1ccc(Cl)cc1Cl (configuration not stated),-2,9,-7,1,0,-5,-3,10
COc1ccc(/C(C)=N/NS(=O)(=O)c2cc(C)ccc2C)c(OC)c1,-7,8,-12,9,0,5,0,0
CC1C(=O)N2CCCc3cc(S(=O)(=O)Nc4ccccc4F)cc1c32 (configuration not stated),2,-3,5,6,4,7,-4,4
CC(=O)C1=C(O)C(=O)N(c2nccs2)C1c1ccc(Br)cc1 (configuration not stated),2,36,-5,11,2,3,-8,-6
Cc1ccc(/C=N/NC(=O)CNC(=O)COc2ccccc2)cc1,27,-3,-1,1,1,4,-5,9
CC(=O)CC(=O)Nc1ccc(Cl)cn1,-11,10,-6,-35,-7,-5,-3,3
COC(=O)COc1ccc(NC(=O)C2CCCO2)cc1 (configuration not stated),-7,-6,10,-13,-27,-2,1,?
CCOC(=O)COc1ccc(Br)cc1/C=C/c1[nH]c(=O)[nH]c(=O)c1[N+](=O)[O-],3,13,-4,-10,7,3,-3,-4
CC(C)=C1SC(N2CCOCC2)=NC1=O,-8,3,-3,-5,4,-4,-3,-4
CCOC(=O)c1[nH]c2ccc(OC)cc2c1NC(=O)CN1CCc2ccccc2C1,-6,10,-11,-1,-3,-9,1,15

Copied from the listing, two compounds:
Structure,EBI2 antag,CCR6 antagonist,ATG4B inh,APJ antag,Gli-Sufu block,CXCR6 inh,APJ ag,UBC13 polyUb
CC(NC(=O)C1=CC=CN2CCS(=O)(=O)N=C12)c1ccc(Cl)cc1Cl (configuration not stated),-2,9,-7,1,0,-5,-3,10
COc1ccc(/C(C)=N/NS(=O)(=O)c2cc(C)ccc2C)c(OC)c1,-7,8,-12,9,0,5,0,0
